Screening results: PubChem BioAssay, NCI
yeast cln2 rad14: NCI yeast anticancer drug screen, S. cerevisiae cln2 rad14 strain; AID 165; 78,000 compounds, 8.3% hits; % growth inhibition at 50 µM;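 also: 0% = growth of vehicle-only cultures of the same strain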
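Yeast strain cln2 rad14, bearing defects in cell cycle control and DNA repair, serves as the test system; values reflect growth inhibition compared with vehicle.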
bub3: NCI yeast anticancer drug screen, S. cerevisiae bub3 mutant strain. 78,000 compounds, 9.9% hits. % growth inhibition at 50 µM;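 also: 0% = growth of vehicle-only cultures of the same strain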
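Readout: yeast growth inhibition, expressed relative to vehicle-only wells. The test organism is a mutant strain from a panel with lesions in DNA repair or checkpoint genes.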
yeast rad50: NCI yeast anticancer drug screen, S. cerevisiae rad50 strain. growth inhibition, % at 50 µM. 79,000 compounds, 10% hits. AID 155;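 also: 0% = growth of vehicle-only cultures of the same strain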
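Compounds were tested on a yeast strain with an engineered DNA damage repair alteration; the reported value is growth inhibition normalised to vehicle treatment.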
yeast sgs1 mgt1: NCI yeast anticancer drug screen, S. cerevisiae sgs1 mgt1 strain; growth inhibition, % at 50 µM; 78,000 compounds, 10% hits; AID 161;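 also: 0% = growth of vehicle-only cultures of the same strain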
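Test agents were incubated with a DNA-repair-mutant yeast strain. Growth was then read and compared against vehicle-treated controls.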
yeast mlh1 rad18: NCI yeast anticancer drug screen, S. cerevisiae mlh1 rad18 strain; growth inhibition, % at 50 µM; 79,000 compounds, 11% hits;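 also: 0% = growth of vehicle-only cultures of the same strain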
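Genetically defined yeast (DNA repair-deficient) exposed to compounds; growth inhibition determined relative to vehicle.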
mec2-1: NCI yeast anticancer drug screen, S. cerevisiae mec2-1 strain. AID 157. 79,000 compounds, 9% hits. growth inhibition, % at 50 µM;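 also: 0% = growth of vehicle-only cultures of the same strain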
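Using mec2-1 yeast: add compound, measure growth, express inhibition versus vehicle-treated cultures.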
Active calls of the source: *; & = joins results of further samples. Rule as the data show it: active = growth inhibition above about 70%; inactive = the rest. The order is random; any-hit rate near 14%.

Every second line gives: yeast mlh1 rad18, yeast rad50, bub3, mec2-1, yeast sgs1 mgt1, yeast cln2 rad14
- O=C(c1ccc([N+](=O)[O-])cc1)N1CCCSC1=S
  60, 27, 16, 22, 32, 27
- CCCCCCCCCCC(CCCCCCCCCC)C1CCCC1
  -13, -12, -13, 16, 1, -15
- O=C(Nc1ccc(N=C=S)cc1Cl)c1ccc2ccccc2c1O
  8, 16, 4, 14, 7, 13
- CC(=O)O[C@H]1C[C@H]2CC[C@@]1(C)C2(C)C
  8, 1, -1, -4, -6, -25
- FC(F)(F)c1cccc(NC(=S)N2CCOCC2)c1
  -12, 0, 0, -2, 1, -4
- O=C(Cn1c(=O)ccn(C2OC(CO)C(O)C2F)c1=O)c1ccc(F)cc1 (configuration not stated)
  3, -2, 1, 0, -31, -49
- N#CC1=C(O)NC(O)=C(C#N)C12C(=O)Nc1ccccc12
  10, 4, 13, 3, 2, 3
- CCCCN1C(=O)C(=O)C(C(=O)OCC)C1C(=O)OCC (configuration not stated)
  64, 30, 37, 21, 32, -14
- CCOC(=O)c1ccc(N)c(C(O)(C(F)(F)F)C(F)(F)F)c1
  96*, 95*, 92*, 91*, 94*, 86*
- Cc1ccc2c(c1)C(=O)c1ccccc1/C2=C1\c2ccccc2C(=O)c2cc(C)ccc21
  35, 29, 49, 9, 15, 25
- O=C(O)C1(Cc2ccccc2)CC(c2ccccc2)OC1=O (configuration not stated)
  3, 3, 18, -6, 8, 5
- CCOC(=O)C(NC(=O)CC)(Nc1ccc(S(=O)(=O)Nc2onc(C)c2C)cc1)C(F)(F)F (configuration not stated)
  -17, -6, -6, -15, -9, 16
- CC(C)CC(=O)C(C)C(C)C (configuration not stated)
  2, 12, 4, -2, 4, -4
- O=C(O)C(Cc1ccccc1)c1ccc(Cl)cc1 (configuration not stated)
  26, 38, 42, 27, 43, 21
- CCCCCCCCCCCCCCCCCCNC(=S)/N=C\C(C(=O)Nc1ccccc1C)=C(/C)O
  -6, -10, -21, -12, 6, 1
- C/C=N\n1c(C)n[nH]c1=O
  -24, 4, 11, -8, -1, -2
- O=C1CCC(=O)N1N1C(=O)CCC1=O
  3, -10, -23, -24, -10, 7
- O=C(COc1ccc(Cl)c(Cl)c1)NCc1cccc([N+](=O)[O-])c1
  34, 5, 15, -16, -8, 2
- CCCCC(C(=O)O)N(C)C (configuration not stated)
  -20, -16, 2, -11, -6, 0
- COCCCNC(=S)N/N=C/c1ccccc1O
  4, -2, 11, -31, 17, 12
- N#C/C(=C\c1ccc([N+](=O)[O-])cc1)C(=O)c1ccccc1
  0, -5, 0, -9, -3, 25
- COc1ccc(-n2c(N)c(C#N)[nH]c2=O)cc1
  -21, -9, 6, -36, -14, -12
- O=C1CCc2ccccc21
  8, -27, 3, -10, -15, 15
- CC(C)(C)OC(=O)CC1(C)NC(C(=O)O)C(C)(C)S1 (configuration not stated)
  11, 13, 15, -1, -11, -10
- COC(=O)NC12CC=CCC1(I)CCCC2 (configuration not stated)
  9, 15, 14, -2, -15, 14
- Cc1cc(S(=O)(=O)Nc2n[nH]c(N)n2)c(SCC(=O)O)cc1Cl
  19, -2, 2, 0, -28, 9
- COC(=O)c1cc(C(=O)OC)cc([N+](=O)[O-])c1
  0, -6, -39, -22, 9, 20
- CC(C)OC1(c2ccccc2)OC(c2ccccc2)=CC1=O (configuration not stated)
  -1, 5, 14, -17, -12, -7
- CC(=O)OC1CCC2(C)C(CCC3C2CCC2(C)C3CCC2C(C)(C)O)C1 (configuration not stated)
  21, -2, -2, 0, -16, -9
- CCOC(=O)C(=O)N=Nc1nc2c(O)c3ccccc3c(O)c2s1
  58, 78*, 89*, 88*, 83*, 46
- CC1(C)CC(=O)C(N=Nc2ccccc2)=C(O)C1
  -1, 1, 24, 2, -3, -49
- CC1CC(N(CCC#N)C(=S)Nc2cccc3ccccc23)CC(C)(C)C1 (configuration not stated)
  -18, -3, 7, -7, -12, 4
- Nc1nc(N)c2c(n1)CCc1c(Cl)cc(Cl)cc1-2
  4, 4, 7, 6, 17, 5
- O=C1c2cc([N+](=O)[O-])sc2C(=O)c2cc([N+](=O)[O-])sc21
  3, 16, 34, 9, 41, 5
- O=c1c2c(oc(=Nc3ccccc3)n1-c1ccccc1)CC1(CCCCC1)C2
  -4, 5, -11, 2, 0, -15
- O=S(=O)(O)CNc1ccc(N=Nc2ccccc2)cc1
  -14, -3, 5, -47, 0, -60
- CCCCN=CC(Cl)(Cl)C(=O)OCC
  -20, -13, -11, -22, -8, 4
- O=c1[nH]ncc(N/N=C/c2ccc3c(c2)OCO3)c1Cl
  3, 6, 1, 0, 5, -21
- CCOC(=O)C(Cl)C(C)(O)c1ccccc1 (configuration not stated)
  18, 11, 6, -4, 12, -47
- COC1/C=C/OC2(C)Oc3c(C)c(O)c4c5c(cc(O)c4c3C2=O)N=C(O5)/C(C)=C\C=C\C(C)C(O)C(C)C(O)C(C)C(OC(C)=O)C1C (configuration not stated)
  61, 55, 49, 60, 54, 54
- COc1ccc(OC(C)=O)c2c1CCC=CC2=O
  74*, 42, 65, 42, 61, 57
- CN(C)C(=O)c1cccc(C2CCCCC2)c1O
  -15, -11, -19, 2, 15, -81
- Nc1ccc(S(=O)(=O)NN=C2CCCCC2)cc1
  -14, -15, -16, -20, 8, 26
- O=c1c2ccccc2ncn1CCc1ccncc1
  7, -1, 10, -19, -6, 11
- CSc1ccc(Nc2cc(=O)[nH]c(=O)[nH]2)cc1
  -11, 15, 4, 9, 18, 2

Reformatted as a markdown table: entries from further up
| canonical_smiles | yeast mlh1 rad18 | yeast rad50 | bub3 | mec2-1 | yeast sgs1 mgt1 | yeast cln2 rad14 |
| --- | --- | --- | --- | --- | --- | --- |
| CCCCN=CC(Cl)(Cl)C(=O)OCC | -20 | -13 | -11 | -22 | -8 | 4 |
| O=c1[nH]ncc(N/N=C/c2ccc3c(c2)OCO3)c1Cl | 3 | 6 | 1 | 0 | 5 | -21 |
| CCOC(=O)C(Cl)C(C)(O)c1ccccc1 (configuration not stated) | 18 | 11 | 6 | -4 | 12 | -47 |

Next section:
Every second line gives: yeast mlh1 rad18, yeast rad50, bub3, mec2-1, yeast sgs1 mgt1, yeast cln2 rad14
- O=C(Nc1cc(Cl)c(Cl)cc1Cl)Nc1cc(Cl)ccc1Oc1ccc(Cl)cc1S(=O)(=O)O
  99*, 98*, 99*, 99*, 99*, 98*
- Cc1ccc(Cc2nn(C)c(=O)n2-n2cccc2)cc1
  -7, -37, -19, -14, -10, -2
- CC1=C(C(=O)NC(C)(C)C)CC(C(=O)NC(C)(C)C)C(C)N1 (configuration not stated)
  -18, -21, -3, -26, -18, 2
- NNCCc1n[nH]c(=O)n1N
  -8, -4, 5, -18, 10, 3
- CCNC(=S)N/N=C(\C)c1cccc(C)n1
  37, 55, 62, 76*, 55, 51
- CCCC(C)C(C(=O)OCC)C(=O)OCC (configuration not stated)
  -7&-15, -5&3, -14&-11, -6&-14, 11&-10, -17&22
- Oc1c2cc(Br)cc1CCc1cc(Br)cc(c1O)CC2
  -27, 39, -4, 46, -20, 2
- CCCCCCCCCCCCCCCCCC[N+](C)(C)Cc1ccc(C[N+](C)(C)CCCCCCCCCCCCCCCCCC)cc1
  8, 2, 5, 35, 71*, 45
- CC(=O)OCC1OC(Sc2ccc3ccccc3c2)C(OC(C)=O)C(OC(C)=O)C1OC(C)=O (configuration not stated)
  22, 24, 70*, 13, 3, 52
- OCC(O)C(O)C(O)C(O)C(SCc1ccccc1)SCc1ccccc1 (configuration not stated)
  11&4&10, -5&-4&10, 2&-7&-4, 9&-1&-2, 9&-7&6, -11&-3&-9
- CN(C)CCOC(=O)Nc1cc(Cl)cc(Cl)c1
  0, 2, -4, -20, -20, -6
- COc1ccc(CSC2=C(C#N)C(=O)NC3(CCCCC3)S2)cc1
  8, 4, -13, 2, 6, 28
- Cc1ccc(NC(=O)C(=O)C(C(=O)/C=C/c2ccccc2)C2OC(=O)c3ccccc32)c(C)c1 (configuration not stated)
  6, -8, 0, 4, 8, 23
- Cc1c([N+](=O)[O-])cc(C(C)(C)C)c(OC(=S)N(C)C)c1[N+](=O)[O-]
  1, 27, 15, 23, -2, 18
- C=C1CC(C)(COc2ccc3c(C)c(Cl)c(=O)oc3c2)OC1=O (configuration not stated)
  59, 80*, 86*, 69, 81*, 77*
- COc1ccc(CCN2C(CC(=O)c3ccccc3)CCCC2CC(=O)c2ccccc2)cc1 (configuration not stated)
  -19, -30, -18, -29, -24, -1
- Cn1c(=O)c2[nH]c(C3CCCCCC3)nc2n(C)c1=O
  -2, 14, 7, -10, -9, -4
- O=C(/C(=C/c1ccccc1)N1CCOCC1)c1cccc2ccccc12
  20, 19, 21, -2, 17, 15
- Cc1nn2c(=O)n(-c3cccc(-n4nnc5c(-c6ccccc6)c(C)nn5c4=O)c3C)nnc2c1-c1ccccc1
  44, 34, 43, 40, 30, 46
- CCOC(=O)COc1cc(-c2ccccc2)nc2cc(F)ccc12
  -26, 10, -4, 8, 0, -18
- CC1=CC(=O)[C@@H]2C[C@H]1C2(C)C
  22, 15, -2, 13, -34, -3
- CC(=O)C1COC(O)C1C (configuration not stated)
  2, -5, -25, -22, -15, 13
- CN(C)N=Nc1ccc(NC(N)=O)cc1
  81*, 44, 68, 65, 13, 23
- Cc1cc(O)c(C(=O)O)c2c1C(=O)c1c(O)c(OCC(O)C(O)C(O)C(O)CO)c(O)c(O)c1C2=O (configuration not stated) (tested in a mixture with another compound)
  -12, -8, 4, -5, -4, 10
- O=C(O)c1c(-c2nccc3ccccc23)[nH]c(-c2ccccc2)c1S(=O)(=O)O
  22, -23, -24, 6, -19, -35
- O=C(O)C(C1CCCCC1)C1CCCC1 (configuration not stated)
  7, 8, 17, 10, 7, 20
- CCN(CC)CCOC(=O)CCC(C)=O
  7, 6, -9, -32, -8, 1
- CCN1c2ccccc2S(=O)c2cc([N+](=O)[O-])ccc21 (configuration not stated)
  8, 0, 3, 6, 6, 34
- COc1ccc(Cl)cc1NC(=O)C(Br)C(Br)C(=O)O (configuration not stated)
  22, 28, 16, 7, 26, 16
- [O-]c1c[n+](-c2ccc3ccccc3c2)no1
  29, 16, 11, 10, 2, -34
- CSCCC(N)C(=O)OCN1C(=O)C2C3C=CC(C2C1=O)C1C2C(=O)N(COC(=O)C(N)CCSC)C(=O)C2C31 (configuration not stated)
  -26, -12, -25, -2, -21, -7
- COc1ccc(-c2cc(-c3ccco3)c(C#N)c(=S)n2C2OC(COC(C)=O)C(OC(C)=O)C(OC(C)=O)C2OC(C)=O)cc1 (configuration not stated)
  34, 20, 4, -4, 13, -3
- COc1ccc(C2=C(C#N)C(=C(C#N)C#N)NC(N)=C2C#N)cc1
  -17, -11, -19, -1, -22, -5
- O=C(c1ccccc1)C(O)(c1ccccc1)C1CCCC/C1=N\N(c1ccccc1)c1ccccc1 (configuration not stated)
  37, 37, -20, 31, 30, 33
- COC(=O)c1c(O)cc(OC)cc1OCc1ccccc1
  3, 11, 31, -4, -5, 28
- NNC(=O)CN1c2ccccc2Sc2ccc(Cl)cc21
  32, 24, 31, 51, 31, -3
- CC(C)(C)C1=CC(=O)CCC1
  6, -38, -27, -31, -16, -8
- C[N+](C)(C)Cc1cc2ccccc2c2ccccc12
  20, -23, -8, -9, -19, -10
- Cc1[nH]nc2c(N(C)C)ncnc12
  -13, 0, 9, 5, -5, 45
- CCCCNC(=O)Nc1cccc(C)c1C
  6, -4, 1, -8, 1, -26
- O=[N+]([O-])/C(Cl)=C(\NCCO)C(Cl)=C(Cl)Cl
  -2, 16, 24, 19, 38, 17
- Cc1cccc(C(=O)NNC(=O)C(=O)NNC(=O)c2cccc(C)c2)c1
  27, 4, 25, 44, -3, 0
- O=P(CCC(CC(F)(F)C(F)(F)C(F)(F)C(F)(F)C(F)(F)C(F)(F)C(F)(F)F)P(=O)(N1CC1)N1CC1)(N1CC1)N1CC1 (configuration not stated)
  2, 5, 0, 4, -2, -5
- CC1C(=O)C(c2cccs2)(C2CCCCC2)CC[N+]1(C)C (configuration not stated)
  17, 0, 1, 4, -6, -19
- Oc1cc2c(cc1C(Nc1ncccn1)c1ccc3c(c1)OCO3)OCO2 (configuration not stated)
  15, 0, 19, 7, 13, -16
- CC(=O)CCc1ccc2c(c1)OCCO2
  -21, 28, -4, -11, -8, -83
- Cc1cc(CC(=O)NCCO)n(CCO)c(=O)c1
  -3, -8, -3, -22, 7, 6

Molecules from the list above that have a thiophene ring, fused or not (2):
Every second line gives: yeast mlh1 rad18, yeast rad50, bub3, mec2-1, yeast sgs1 mgt1, yeast cln2 rad14
- O=C1c2cc([N+](=O)[O-])sc2C(=O)c2cc([N+](=O)[O-])sc21
  3, 16, 34, 9, 41, 5
- CC1C(=O)C(c2cccs2)(C2CCCCC2)CC[N+]1(C)C (configuration not stated)
  17, 0, 1, 4, -6, -19
